# D1 ag: agonists of human D1 dopamine receptor; HEK293 T-REx D1 cells, calcium flux, agonist mode; activation, % at 2 µM; 360,000 compounds, 1% hits; further: 0% is about no effect
# Target sequence (P21728 whole entry, looked up): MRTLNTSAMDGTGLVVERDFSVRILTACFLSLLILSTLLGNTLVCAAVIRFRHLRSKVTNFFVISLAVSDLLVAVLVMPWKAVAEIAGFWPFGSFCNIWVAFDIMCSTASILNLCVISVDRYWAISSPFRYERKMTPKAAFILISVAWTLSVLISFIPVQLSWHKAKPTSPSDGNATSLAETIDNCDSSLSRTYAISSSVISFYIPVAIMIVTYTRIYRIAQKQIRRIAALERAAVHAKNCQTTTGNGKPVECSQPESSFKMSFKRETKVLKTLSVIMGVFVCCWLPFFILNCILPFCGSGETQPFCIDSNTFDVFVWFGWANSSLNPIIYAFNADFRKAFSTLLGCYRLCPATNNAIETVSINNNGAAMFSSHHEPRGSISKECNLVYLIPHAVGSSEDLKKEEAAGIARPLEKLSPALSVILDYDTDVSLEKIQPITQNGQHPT
#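 Inducible HEK293 T-REx D1 cells, force-coupled to calcium signalling, were plated at 4000 cells/well with tetracycline and held overnight at 30 C. After no-wash calcium dye loading, compound-evoked calcium rise over 180 s flagged agonists.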
# RXFP1 antagonist: antagonists of human relaxin receptor RXFP1. HEK293-RXFP1, relaxin-stimulated cAMP HTRF, 30 min; active compounds read low. activity change, negative = inhibition, % at 57.5 µM. 350,000 compounds, 0.59% hits;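 active means activity change of -60% or lower, but not beyond a set lower limit; inconclusive means change between -60% and -40%, or beyond the set limit; inactive means change above -40%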; further: on the % scale 0 is the no-effect control and ±100 the full control effect
# D2 PAM: positive allosteric modulators of human D2 dopamine receptor; AID 485347; HEK293 T-REx D2, calcium flux, EC20 dopamine potentiation; P14416; potentiation, % at 10 µM; 340,000 compounds, 0.34% hits;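 active means potentiation over 3 SD above the plate norm, cut at about 30% in these data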; further: 0% is about no effect
#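 Tetracycline-induced Hek293 Trex D2 cells, force-coupled to calcium, loaded with no-wash calcium dye. Compound added with 180 s kinetic read for agonism, then EC20 dopamine and a further 180 s read for potentiation.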
# TRHR ag: activates the human TRH receptor; TRHR cells, calcium flux fluo-8, FDSS agonist mode; P34981; 360,000 compounds, 0.18% hits; activation, % at 2 µM; further: 0% is about no effect
# Target sequence (P34981 whole entry, looked up): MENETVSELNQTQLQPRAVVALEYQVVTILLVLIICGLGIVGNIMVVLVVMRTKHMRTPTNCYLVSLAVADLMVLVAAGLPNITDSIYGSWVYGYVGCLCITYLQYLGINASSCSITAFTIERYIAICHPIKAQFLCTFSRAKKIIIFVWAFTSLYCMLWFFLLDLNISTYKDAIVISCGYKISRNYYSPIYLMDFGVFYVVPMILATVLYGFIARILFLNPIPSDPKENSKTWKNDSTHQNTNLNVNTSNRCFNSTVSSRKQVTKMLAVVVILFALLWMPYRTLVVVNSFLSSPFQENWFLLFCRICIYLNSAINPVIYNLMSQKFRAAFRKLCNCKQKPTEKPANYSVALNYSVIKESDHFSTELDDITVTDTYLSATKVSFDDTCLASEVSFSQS
#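 Fluo-8-loaded TRHR cells; 10 s baseline, compound added, kinetic Ca2+ fluorescence read 1/s, agonist mode.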
# D2 antagonist: antagonists of human D2 dopamine receptor; HEK293 TREx D2 cells, calcium flux, dopamine EC80; inhibition, % at 10 µM; 340,000 compounds, 2% hits; AID 485344; in the data active means inhibition above about 30%; further: 0% is about no effect
#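 HEK293 T-REx D2 cells, tet-induced, calcium dye no-wash. Cpd pintool add, 180 s kinetic, then EC80 DA, 180 s kinetic. Ca flux read.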
# TRHR PAM: TRH receptor (human) allosteric enhancement; enhancement, % at 2 µM; TRHR cells, fluo-8 calcium fluorescence, EC20 TRH enhancement; 360,000 compounds, 0.66% hits; P34981; in the data active means enhancement above about 30%; further: 0% is about no effect
#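 TRHR-expressing cells loaded with fluo-8 calcium dye were read kinetically (ex 480/em 530) during compound addition, then stimulated with an EC20 of TRH (10 nM final). Enhancement of the Gq-mediated intracellular calcium response was scored.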
# D1 antag: antagonists of human D1 dopamine receptor | HEK293 TREx D1 cells, calcium flux, dopamine EC80; active compounds read low | activity change, negative = inhibition, % at 10 µM | 360,000 compounds, 3.2% hits; in the data active means activity change below about -30%; further: on the % scale 0 is the no-effect control and ±100 the full control effect
#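 Tetracycline-induced HEK293 T-REx cells with force-coupled D1 receptor were loaded with a no-wash calcium dye. Compound was added after a 10 s baseline and read kinetically for 180 s; EC80 dopamine was then added and calcium flux followed another 180 s.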
# D1 potentiator: potentiators of human D1 dopamine receptor; AID 504651; potentiation, % at 10 µM; HEK293 TREx D1 cells, calcium flux, dopamine EC20 potentiation; 360,000 compounds, 0.036% hits; in the data active means potentiation above about 30%; further: 0% is about no effect
# D2 ag: agonists of human D2 dopamine receptor | P14416 | HEK293 T-REx D2 cells, calcium flux agonist mode | activation, % at 2 µM | 340,000 compounds, 0.53% hits | AID 485358;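 active means activation over 3 SD above normal in the single-dose calcium agonist read, cut at about 30% in these data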; further: 0% is about no effect
#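 Calcium-flux readout, 1 cycle/sec over 180 s following compound pin transfer, in inducible HEK293 Trex D2 cells (force-coupled); dopamine controls included. Positive calcium responses during this window marked compounds as potential agonists.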
# * = called active by the depositor; ? = inconclusive; / = no result given; & = joins results of further samples. Unless noted, no stated cut-off is given here; in the data, active means activation above about 30%; inactive means the rest.
# Assay codes: A = D1 ag; B = RXFP1 antagonist; C = D2 PAM; D = TRHR ag; E = D2 antagonist; F = TRHR PAM; G = D1 antag; H = D1 potentiator; I = D2 ag
Cc1c(N2C(=O)CSC2=S)c(=O)n(-c2ccccc2)n1C
  A = 2	B = -9	C = 0	D = 0.4	E = 0	F = -2	G = -2	H = -2	I = 0.5

COc1ccc(-c2n(CC(=O)OC3CC(C)CCC3C(C)C)c3ccccc3[n+]2C)cc1 (stereo not drawn)
  A = 3	B = ?	C = 2	D = 0.1	E = -17	F = -4	G = 17	H = 6	I = -0.4

COc1ccc(CC2CCOC2=O)cc1 (stereo not drawn)
  A = 2	B = -1	C = 4	D = 0.7	E = -3	F = -11	G = 2	H = 0	I = 0.1

Cn1nc(C(=O)NNC(=O)CCOc2ccc(C(C)(C)C)cc2)c2ccccc2c1=O
  A = 3	B = -5	C = -6	D = 0.9	E = 2	F = 2	G = -3	H = 15	I = -1.2

COC(=O)Nc1c(C)nn(Cc2ccccc2C)c1C
  A = 2	B = 1	C = /	D = 1.9	E = 2	F = 4	G = 8	H = -9	I = 0.6

COc1ccccc1NC(=O)Cn1c(=O)oc2cc(S(=O)(=O)N3CCCC3)ccc21
  A = 2	B = /	C = 14	D = 0.8	E = 6	F = 5	G = -2	H = -3	I = 1.1

Cc1cccc(Nc2ncnc3ccc(Br)cc23)c1
  A = 0	B = 13	C = 0	D = -1.9	E = 0	F = 0	G = 8	H = 5	I = -1.7

COc1cccc(N2CC(NC(=O)/C=C\c3ccc(OC)c(OC)c3)CC2=O)c1 (stereo not drawn)
  A = -2	B = 0	C = 0	D = -0.1	E = /	F = 2	G = /	H = 0	I = 0.3

CCN(C(=O)CCc1nc(-c2ccc(C)cc2)no1)c1cc(C)ccc1C
  A = 17	B = -34	C = -3	D = 0.2	E = /	F = -8	G = -21	H = -2	I = 1.4

Cc1cccc(CCNC(=O)C2CCCN(S(=O)(=O)c3cccc4nsnc34)C2)c1 (stereo not drawn)
  A = 7	B = 3	C = 7	D = -0.3	E = -17	F = -1	G = -16	H = -4	I = 1.2

Cc1ccc(C)c(C(=O)N(Cc2nc(-c3ccc(Cl)cc3)no2)C(C)C)c1
  A = 6	B = /	C = -1	D = 0.9	E = 40*	F = -18	G = -1	H = -3	I = 1.0

CCOc1ccc(/C=N/NC(=O)c2ccc(CSc3nc4ccccc4[nH]3)cc2)cc1
  A = 7	B = -3	C = 2	D = 0.0	E = -4	F = 14	G = -18	H = -4	I = -0.1

CCOC(=O)c1ccccc1NC(=O)COC(=O)c1ccc(C)c(S(=O)(=O)N2CCOCC2)c1
  A = 1	B = -5	C = 3	D = 0.1	E = 6	F = 14	G = -25	H = 0	I = -0.2

COc1ccc(N(CC(=O)NCC2CCCO2)S(=O)(=O)c2ccc(C)cc2)cc1OC (stereo not drawn)
  A = -1	B = -4	C = 8	D = 0.3	E = -2	F = 4	G = -11	H = -1	I = 0.0

CCc1cccc2c1NC(=O)C21N2CCCC2C(C(=O)c2ccc3ccccc3c2)C12C(=O)Nc1ccccc12 (stereo not drawn)
  A = 3	B = 1	C = 8	D = 0.7	E = 4	F = -1	G = 2	H = 7	I = 1.2

CCOC(=O)C1CCN(C(=O)COc2ccc([N+](=O)[O-])cc2)CC1
  A = 1	B = -2	C = -1	D = -0.7	E = -32	F = -2	G = 17	H = -4	I = 0.7

CCCC(=O)NC1=C(C#N)C2(CCCC2)Cc2ccccc21
  A = 1	B = 5	C = 14	D = -0.1	E = -26	F = -4	G = -10	H = -3	I = -2.3

NC(=O)C1CCN(c2nc(-c3ccccc3)nc3c2oc2ccccc23)CC1
  A = 2	B = -11	C = -4	D = 1.0	E = 0	F = 1	G = 7	H = -2	I = -0.3

O=C(COc1ccc2c(c1)CCC2)Nc1ccccn1
  A = 4	B = -5	C = 3	D = 0.8	E = -6	F = 2	G = 43	H = -4	I = -0.3

Cc1cccc(C)c1NC(=O)Cn1nc(-c2ccc(Cl)s2)ccc1=O
  A = 1	B = -18	C = 1	D = -0.5	E = -7	F = 8	G = 2	H = 10	I = 1.1

CC(=O)c1c(Cl)nc2ccc(Br)cc2c1-c1ccccc1
  A = 2	B = 3	C = -12	D = -0.1	E = -6	F = 35*	G = 3	H = 8	I = 0.1

CC1CCCCN1CCCNC(=O)Cn1ncc2c3ccccc3n(Cc3ccccc3)c2c1=O (stereo not drawn)
  A = -2	B = 2	C = 0	D = 0.2	E = /	F = 3	G = 4	H = -3	I = /

CCCN(CCC)S(=O)(=O)c1ccc(C(=O)Nc2c(C)n(C)n(-c3ccccc3)c2=O)cc1
  A = -4	B = -13	C = 7	D = -1.1	E = -11	F = 3	G = 4	H = -3	I = -0.5

COc1cccc(NC(=O)Cn2c(=O)c3c(ncn3Cc3ccccc3)n(Cc3ccccc3)c2=O)c1
  A = 8	B = 5	C = 4	D = -0.9	E = 16	F = 5	G = 9	H = 0	I = 0.7

CC(=O)c1cccc(S(=O)(=O)NCCCN2CCOCC2)c1
  A = 1	B = 1	C = -4	D = 0.8	E = 16	F = 8	G = 11	H = 1	I = 0.1

# In a second layout: 9 of the compounds above
mol | D1 ag | RXFP1 antagonist | D2 PAM | TRHR ag | D2 antagonist | TRHR PAM | D1 antag | D1 potentiator | D2 ag
Cc1c(N2C(=O)CSC2=S)c(=O)n(-c2ccccc2)n1C | 2 | -9 | 0 | 0.4 | 0 | -2 | -2 | -2 | 0.5
COc1ccc(-c2n(CC(=O)OC3CC(C)CCC3C(C)C)c3ccccc3[n+]2C)cc1 (stereo not drawn) | 3 | ? | 2 | 0.1 | -17 | -4 | 17 | 6 | -0.4
COc1ccc(CC2CCOC2=O)cc1 (stereo not drawn) | 2 | -1 | 4 | 0.7 | -3 | -11 | 2 | 0 | 0.1
Cn1nc(C(=O)NNC(=O)CCOc2ccc(C(C)(C)C)cc2)c2ccccc2c1=O | 3 | -5 | -6 | 0.9 | 2 | 2 | -3 | 15 | -1.2
COC(=O)Nc1c(C)nn(Cc2ccccc2C)c1C | 2 | 1 | / | 1.9 | 2 | 4 | 8 | -9 | 0.6
COc1ccccc1NC(=O)Cn1c(=O)oc2cc(S(=O)(=O)N3CCCC3)ccc21 | 2 | / | 14 | 0.8 | 6 | 5 | -2 | -3 | 1.1
Cc1cccc(Nc2ncnc3ccc(Br)cc23)c1 | 0 | 13 | 0 | -1.9 | 0 | 0 | 8 | 5 | -1.7
COc1cccc(N2CC(NC(=O)/C=C\c3ccc(OC)c(OC)c3)CC2=O)c1 (stereo not drawn) | -2 | 0 | 0 | -0.1 | / | 2 | / | 0 | 0.3
CCN(C(=O)CCc1nc(-c2ccc(C)cc2)no1)c1cc(C)ccc1C | 17 | -34 | -3 | 0.2 | / | -8 | -21 | -2 | 1.4

# (cont.)
# Assay codes: A = D1 ag; B = RXFP1 antagonist; C = D2 PAM; D = TRHR ag; E = D2 antagonist; F = TRHR PAM; G = D1 antag; H = D1 potentiator; I = D2 ag
COc1ccc(-c2nn(-c3ccccc3)cc2C(=O)NC2CCC(C)CC2)cc1 (stereo not drawn)
  A = 2	B = 6	C = -22	D = 0.1	E = 1	F = 4	G = 17	H = 0	I = 0.2

Cc1cccc(-n2ncc3c(NNC(=O)c4ccccc4Cl)ncnc32)c1
  A = -1	B = -25	C = -1	D = -0.2	E = /	F = 3	G = -1	H = 0	I = -0.4

CCC(=O)Nc1cc(=O)[nH]c2ncnn12
  A = 5	B = 9	C = -2	D = 0.4	E = -5	F = 5	G = -10	H = -3	I = 1.0

COc1ccc(N/N=C(\C#N)C(=N)N2CCCCC2)cc1
  A = 2	B = 0	C = -3	D = -0.4	E = -14	F = 25	G = 26	H = -4	I = -0.2

COC(=O)c1ccc(NC(=O)CSc2nnc(C3CC3)n2C)cc1
  A = 2	B = -13	C = -3	D = -0.2	E = -1	F = 1	G = 5	H = -9	I = -0.2

CC(CCc1ccccc1)NCc1ccc(Cl)cc1Cl (stereo not drawn)
  A = 10	B = -18	C = -26	D = -0.1	E = 45*	F = 6	G = 29	H = 2	I = 52*

CCc1cc2c(NCC(=O)O)ncnc2s1
  A = 1	B = 2	C = -8	D = 0.4	E = 10	F = -3	G = -11	H = -6	I = 0.8

CC(=O)N1CCN(CCN=CC2=C(O)CC(C)(C)CC2=O)CC1
  A = 3	B = -4	C = 4	D = 0.1	E = 3	F = 3	G = 16	H = -2	I = 0.7

O=C1OCCN1C(=O)[C@H]1[C@H](c2ccc([N+](=O)[O-])cc2)C(c2cccc(Cl)c2)=NN1c1ccccc1
  A = -2	B = /	C = -4	D = 0.3	E = 1	F = 2	G = 10	H = 1	I = 1.0

Cc1cc2c(cc1S(=O)(=O)NCc1ccc(N(C)C)cc1)OCC(=O)N2
  A = 3&2	B = -2&1	C = -7&-11	D = -0.2&0.2	E = -5	F = 1&-5	G = -4&-4	H = -3&-3	I = 1.7&-0.6

COc1ccc(NS(=O)(=O)c2ccc(C)c(C(=O)N(C)Cc3ccc(OC)cc3OC)c2)cc1
  A = 8	B = -6	C = 0	D = 0.0	E = 0	F = 0	G = -11	H = 2	I = 0.3

CSc1ccc(C(=S)N2CCN(C)CC2)cc1
  A = 1	B = -6	C = -3	D = 0.0	E = -5	F = 1	G = 1	H = -3	I = 1.0

Cn1c(=O)n(C/C=C/c2ccccc2)c(=O)c2c1nc1n2CCN1c1ccccc1
  A = 4	B = -9	C = 5	D = -0.5	E = /	F = -1	G = -12	H = 8	I = 0.0

CCc1ccc(N2CC(C(=O)Nc3nc4ccc(S(C)(=O)=O)cc4s3)CC2=O)cc1 (stereo not drawn)
  A = 3	B = -1	C = -11	D = 0.0	E = 37*	F = 10	G = -9	H = 1	I = 0.3

COc1cc(NC(=O)c2cc(-c3ccccc3O)no2)cc(OC)c1OC
  A = 0	B = -2	C = 4	D = -0.8	E = /	F = -7	G = 12	H = -1	I = 0.4

O=C(Cn1c(=O)n(-c2ccc(Cl)cc2)c(=O)c2oc3ccccc3c21)Nc1ccccc1
  A = 5	B = 10	C = 2	D = 1.5	E = /	F = -1	G = -11	H = -4	I = 0.3

CCOc1nc(OCC)nc(-n2cc(-c3ccccc3)nn2)n1
  A = 1	B = -6	C = 2	D = 0.3	E = -5	F = -1	G = -1	H = -1	I = -0.8

C#CCOCCOCCOCCNc1nc(N2CCN(C(=O)CCCCCCCCCCNC(=O)[C@H](CO)n3cc(CCCSC)nn3)CC2)nc(N2CCN(C(=O)CCCCCCCCCCNC(=O)[C@H](CO)n3cc(CCCSC)nn3)CC2)n1
  A = 13	B = /	C = -2	D = 2.2	E = -5	F = -4	G = -1	H = -6	I = 2.5

COc1ccc(Cl)cc1NC(=O)CSc1nc2sccc2c(=O)[nH]1
  A = 1	B = -28	C = 9	D = -1.2	E = 13	F = 4	G = 6	H = 10	I = -1.0

# Screens: PubChem BioAssay, National Center for Advancing Translational Sciences (NCATS)
